Efflux pump mplx: inhibitors of Candida efflux pumps in yeast, primary screen, S. cerevisiae, Nile Red, multiplex; S. cerevisiae Candida pump triplex; inhibition, % at 10 µM; 330,000 compounds, 0.44% hits; AID 485275, 2010;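 active = plate passing quality check with inhibition over a set limit, or well fluorescence over plate mean plus 4 SD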;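 also: Nile Red retained in pooled yeast measured as flow cytometry median fluorescence; 0% = buffer negative control and 100% = Enniatin B positive control; higher means more Nile Red kept so more efflux inhibition; some compounds called inactive have numbers as strong as hits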
CTSL1 counter: Fasciola hepatica cathepsin L1 inhibitors, primary screen, counter-screen for PFM18AAP inhibitor project, biochemical, QFRET, fluorogenic peptide substrate; recombinant F. hepatica cathepsin L1, Z-Leu-Arg-MCA fluorescence; inhibition, % at 5.96 µM; 300,000 compounds, 0.49% hits;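 active = inhibition above the mean of all tested compounds plus 3 SD, set per screening campaign, cut at about 17% in these data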;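 also: 0% = plate median of test compound wells and 100% = 1 µM Z-Phe-Ala-diazomethylketone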
GASC-1 inh: inhibitors of GASC-1 histone demethylase, primary screen, biochemical, fluorescence, DELFIA europium | Lysine-specific demethylase 4C (Homo sapiens), Q9H3R0 | 330,000 compounds, 0.069% hits | inhibition, % at 2.35 µM | GST-JMJD2C(1-420) H3K9me3 demethylation;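 active = more than half of a compound's replicate wells show inhibition beyond 50%, single wells judged on their own value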;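 also: signal counts dimethyl H3K9 product captured on neutravidin plate; 0% = median of DMSO wells and 100% = 0.3 times that DMSO median; strong numbers were not always called active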
PP1 inh: PP1-alpha phosphatase inhibitors, primary screen, counter-screen for PP5 inhibitor project, biochemical, fluorescence, OMFP substrate, single point. Serine/threonine-protein phosphatase PP1-alpha catalytic subunit (Homo sapiens), P62136. purified PP1alpha. inhibition, % at 6.7 µM. 320,000 compounds, 0.9% hits. AID 2235, 2010;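 active = inhibition above the mean inhibition of all tested compounds plus 3 SD, computed separately for each screening campaign, cut at about 15% in these data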
Target sequence (P62136 whole entry, looked up): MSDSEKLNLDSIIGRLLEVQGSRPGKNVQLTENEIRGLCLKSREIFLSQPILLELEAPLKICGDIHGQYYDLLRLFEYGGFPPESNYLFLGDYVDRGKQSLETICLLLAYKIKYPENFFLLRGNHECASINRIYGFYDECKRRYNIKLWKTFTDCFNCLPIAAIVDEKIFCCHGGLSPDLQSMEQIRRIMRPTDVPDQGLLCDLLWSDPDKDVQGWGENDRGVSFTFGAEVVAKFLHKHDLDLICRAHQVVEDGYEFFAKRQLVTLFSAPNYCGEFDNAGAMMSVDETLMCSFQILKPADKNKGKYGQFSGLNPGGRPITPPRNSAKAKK
proCasp7 act: procaspase-7 activators, primary screen, counter-screen for procaspase-3 activator project, biochemical, absorbance, HTS, human. Caspase-7 (Homo sapiens), P55210. recombinant procaspase-7, Ac-DEVD-pNA absorbance 405 nm; D23A/D198A/D206A triple mutant, cannot self-cleave; scale: DMSO 0, 5 µM enzyme 100. activation, % at 8.5 µM. 330,000 compounds, 0.093% hits. AID 463210, 2010;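 active = percent activation above the screen-wide mean plus 3 SD, cut at about 25% in these data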
Target sequence (P55210 whole entry D23A/D198A/D206A): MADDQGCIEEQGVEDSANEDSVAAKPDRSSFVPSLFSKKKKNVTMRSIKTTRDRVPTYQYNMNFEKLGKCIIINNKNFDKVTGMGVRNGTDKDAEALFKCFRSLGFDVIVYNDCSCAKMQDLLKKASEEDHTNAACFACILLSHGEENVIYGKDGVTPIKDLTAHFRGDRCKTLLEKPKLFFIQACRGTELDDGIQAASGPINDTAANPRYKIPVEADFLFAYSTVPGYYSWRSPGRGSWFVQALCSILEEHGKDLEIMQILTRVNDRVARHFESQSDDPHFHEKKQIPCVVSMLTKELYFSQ
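Assay system: Uncleavable procaspase-7 mutant enzyme | Input: 2 µM procaspase-7 mutant as dispensed | Timing: 1 h compound preincubation, 2 h substrate cleavage, 25 °C | Repeats: One well per compound | Control set: DMSO wells as 0%, DMSO with 5 µM added PC-7 as 100% | Technique: Epi-absorbance of released pNA at 405 nm, two timepoints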
TPT1 inh: Candida albicans TPT1 enzyme inhibitors, primary screen, biochemical, fluorescence polarization | tRNA 2'-phosphotransferase TPT1 (Candida albicans SC5314) | recombinant caTPT1, FP RNA substrate dephosphorylation | inhibition, % at 5 µM | 300,000 compounds, 0.81% hits | AID 1962, 2009;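 active = inhibition above the mean of all tested compounds plus 3 SD, set per screening campaign, cut at about 24% in these data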;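 also: plate controls were DMSO alone for no effect and ferristatin control at 100 nM for full effect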
PP5 inh: PP5 phosphatase inhibitors, primary screen, biochemical, fluorescence; Serine/threonine-protein phosphatase 5 (Homo sapiens), P53041; purified PP5c, OMFP substrate fluorescence; inhibition, % at 6.7 µM; 320,000 compounds, 0.18% hits; AID 1987, 2009;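 active = inhibition above the campaign's mean inhibition across all tested compounds plus 3 SD, cut at about 9.5% in these data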;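 also: 0% = DMSO only and 100% = 100 µM cantharidin control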
core dimer inh: inhibitors of HCV core protein dimerization, primary screen, biochemical, TR-FRET, high-throughput; TR-FRET GST/Flag-core106 dimerization, 1536-well; inhibition, % at 5 µM; 300,000 compounds, 0.33% hits;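 active = inhibition above the mean of all tested compounds plus 3 SD, set per screening campaign, cut at about 45% in these data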
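Assay system: GST-tagged and Flag-tagged HCV core protein residues 1-106 / Times: compound-protein-antibody incubation 4 h at 22.5 °C / Signal: time-resolved FRET, ex 340 nm, em 617 and 671 nm / Evaluation: % inhibition based on acceptor/donor emission ratio / Benchmarks: wells lacking GST-core106 and wells with excess unlabelled core106 / Repeats: singlicate, one well per compound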
proCasp3 act: activators of human procaspase-3 D3A mutant, primary screen, biochemical, absorbance, PC-3 D3A mutant, single concentration. Caspase-3 (Homo sapiens), P42574. recombinant procaspase-3 D3A, Ac-DEVD-pNA absorbance 405 nm. activation, % at 8.5 µM. 330,000 compounds, 0.11% hits;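 active = activation above the mean of all tested compounds plus 3 SD, cut at about 21% in these data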;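 also: 0% = DMSO alone and 100% = DMSO wells spiked with extra 5 µM PC-3 D3A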
Target sequence (P42574 whole entry D9A/D28A/D175A): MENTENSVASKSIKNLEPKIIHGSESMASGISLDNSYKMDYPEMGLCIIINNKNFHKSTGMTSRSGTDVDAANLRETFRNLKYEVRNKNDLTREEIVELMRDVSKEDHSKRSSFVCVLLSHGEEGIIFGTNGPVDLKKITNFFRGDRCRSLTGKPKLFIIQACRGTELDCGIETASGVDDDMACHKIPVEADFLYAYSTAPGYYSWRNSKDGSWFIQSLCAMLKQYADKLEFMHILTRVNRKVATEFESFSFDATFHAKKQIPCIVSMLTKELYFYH
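Assay system: Autoprocessing-dead procaspase-3 D3A mutant enzyme; also added: Ac-DEVD-pNA; doses: one concentration, 8.5 µM nominal, 0.8% DMSO; times: 1 h compound preincubation, 2 h substrate hydrolysis at 25 °C; technique: 405 nm absorbance of p-nitroaniline, reads at 0 and 120 min; measure: % activation between DMSO and enzyme-spiked controls; repeats: single replicate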
* marks the source's active call; other numbers are inactive results; . = no result given; & = joins results of further samples.

#	Structure	Efflux pump mplx	CTSL1 counter	GASC-1 inh	PP1 inh	proCasp7 act	TPT1 inh	PP5 inh	core dimer inh	proCasp3 act
1	Cc1noc(NS(=O)(=O)c2ccc(N/C=C\C(=O)c3ccccc3)cc2)c1C	0.1	1	-32	-1	-3	-6	3.1	2	-10
2	CC(C)(C)N(Cc1nc(-c2ccccc2)no1)C(=O)c1ccc2c(c1)OCO2	0.0	0	-6	0	3	3	3.5	15	5
3	CC(=O)Nc1ccc(C(=O)OCC(=O)Nc2ccc([N+](=O)[O-])cc2C(F)(F)F)cc1	0.2	0	7	-2	-7	0	2.3	1	10
4	COCCCNc1nc(N)c([N+](=O)[O-])c(Nc2ccccc2OC)n1	-0.1	3	2	-2	7	1	1.9	9	2
5	CCOc1ccc(Cl)cc1S(=O)(=O)N1CCC(C(=O)NC2CC2)CC1	-0.1	5	-7	-1	-1	5	0.3	4	1
6	CN(C)c1ccc(CNC(=O)c2ccc(CNc3c(N4CCCCC4)c(=O)c3=O)cc2)cc1	0.2	-1	3	1	-1	2	2.1	-2	7
7	CCOC(=O)C1=C(C)NC(C)=C(C(=O)OCC)C1c1ccc(C)o1	0.0	0	-7	-1	-1	2	3.5	1	-9
8	CC(C)(C)OC(=O)C[C@H]1C/C=C\C[C@@H](CC(=O)NCCO)C(=O)NCCOC1=O	-0.3	.	3	.	15	.	.	.	-6
9	O=C1c2ccccc2NC(c2ccccc2)N1Cc1ccco1 (configuration not stated)	-0.1	2	-4	-5	-2	2	1.3	5	-2
10	O=C(Nc1ccccc1)C1=C[C@H](C2CCCCC2)C[C@H](OCCCCO)O1	0.1	-2	2	-1	2	3	3.6	-9	4
11	Cc1cc(C)n2nc(C(=O)OCC(=O)c3ccccc3)nc2n1	-0.1	.	-1	.	9	.	.	.	1
12	CCCCN1CNC(=S)N(Cc2ccccc2)C1	-0.2	-2	-4	-1	1	-1	-1.5	-10	6
13	COc1c(C)cc(C(=O)C2CCCN(C(=O)CCc3scnc3C)C2)cc1C (configuration not stated)	0.0	-1	-1	-3	9	-2	1.2	-2	2
14	Cc1ccc(C(=O)CC(C(=O)O)n2ccc(C)n2)cc1 (configuration not stated)	0.1	2	-2	-2	-15	-2	2.8	3	-32
15	O=C(Oc1ccc(Cl)cc1)c1ccc(N2CCOCC2)c([N+](=O)[O-])c1	0.1	0	4	-1	4	-2	4.5	6	-2
16	CS(=O)(=O)N(Cc1ccc(C(=O)NCc2ccco2)cc1)c1ccccc1	-0.2	-1	1	-3	1	-1	-0.5	-1	-5
17	Cc1ccc2nc(-c3ccccc3O)c(Nc3ccc4c(c3)OCCO4)n2c1	-0.1	0	132	-2	5	-1	1.2	10	-4
18	CC(=O)Nc1ccc(NC(=O)C2C3CCC(C3)C2C(=O)O)cc1 (configuration not stated)	-0.2	-4	-17	-2	-5	-2	1.3	0	10
19	O=C(COC(=O)Cc1ccccc1F)NCCc1ccccc1	0.1	.	-13	-4	10	.	-0.5	.	-6
20	CC(=O)Nc1ccc(-c2ccccc2)s1	-0.1	-1	9	-1	9	0	1.4	0	-5
21	CCOc1cc(NC(=O)c2ccccc2C)c(OCC)cc1NC(=O)C1=Cc2ccccc2OC1	-0.1	-4	-2	-1	6	-1	0.6	-3	6
22	O=C(O)c1cccc(CN2C(=O)S/C(=C/c3ccccc3[N+](=O)[O-])C2=O)c1	-0.1	-2	19	-5	-31	0	-0.4	-1	-18
23	CCNc1nc(Oc2ccc(C#N)cc2)cc(C(F)(F)F)n1	0.0	5	-20	3	3	2	4.6	6	-4
24	COc1ccc(N2C(=O)C(CC(=O)Nc3ccccc3)N(Cc3ccc4c(c3)OCO4)C2=O)cc1 (configuration not stated)	2.8	-2	-19	-2	1	-1	2.2	-2	-2
25	COc1ccc2c(c1)c(CC(=O)Nc1ccc(C(C)=O)cc1)c(C)n2C(=O)c1ccc(Cl)cc1	-0.1	2	2	6	10	1	0.3	6	1
26	Cc1c(NC(=O)C(C)N2C(=O)C3CCCCC3C2=O)c(=O)n(-c2ccccc2)n1C (configuration not stated)	-0.1	-3	-3	0	-8	-1	-1.0	-1	2
27	CCC(C)(C)NC(=O)C(c1cccn1C)N(Cc1ccc(C)cc1)C(=O)Cn1nnc2ccccc21 (configuration not stated)	0.1	-1	-5&7	-1	14	-2	2.3	7	-6
28	CC1(C)CC(=O)C(CS(=O)(=O)c2ccccc2)=C(O)C1	0.0	-4	-4	-1	-26	-4	-0.8	3	-10
29	O=C(O)c1ccc(NC(=O)c2cccc(N3C(=O)C4C5CCC(C5)C4C3=O)c2)cc1 (configuration not stated)	0.2	-3	4	-4	-2	3	0.2	-3	-7
30	COc1ccc(-c2cc(=O)oc3cc(OCC(=O)Nc4ccccn4)ccc23)cc1	-0.1	14	-28	-7	-1	1	-6.7	-3	-1
31	COc1cccc(NC(=O)CN2CCN(CC(=O)Nc3ccccc3Cl)CC2)c1	0.0	-1	14	-1	11	0	-1.8	0	2
32	O=C(Nc1nnc(C2CC2)s1)c1n[nH]c(=O)c2ccccc12	-0.1	-1	6	0	5	2	1.2	-2	-7
33	O=S(=O)(NCc1ccc(Cl)cc1)NCc1ccc(Cl)cc1	-0.1	-2	0	1	-2	0	1.2	-2	2
34	COc1cnc(SCc2ccc(Cl)cc2)nc1Cl	-0.1	4	-1	4	1	-4	1.4	1	-5
35	CN1CCN(c2ccccc2NC(=O)COc2ccc(Br)cc2)CC1	0.1	0	1	-2	14	-1	1.6	-1	4
36	CCOC(=O)C1CCN(C(=O)COc2ccc(S(=O)(=O)NC(C)(C)C)cc2)CC1	-0.1	15	1	-2	-12	-3	-6.6	-3	-1
37	O=C(Nc1cccc(-c2nc3ncccc3o2)c1)c1sc2cc(Cl)ccc2c1Cl	0.2	-1	1	-1	11	0	4.2	0	4
38	O=C(CN1C(=O)c2ccccc2C1=O)NCC1CCCO1 (configuration not stated)	0.0	1	-20	-1	0	-5	-2.0	-1	11
39	O=S(=O)(c1ccc2c(c1)CCN2)N1CCOCC1	-0.1	.	-3	1	16	.	1.0	.	1
40	Cc1cccc(C)c1OC(=O)CN(c1ccc(Cl)cc1)S(C)(=O)=O	0.0	0	13	-1	2	1	5.5	2	4
41	COc1cc(/C=C/C(=O)OCC(=O)N2CC(=O)Nc3ccccc32)ccc1O	0.2	-3	-3	0	-7	2	2.3	-1	-2
42	CCOC(=O)c1[nH]c2ccc(OCC)cc2c1NC(=O)CN1CCN(c2ccccn2)CC1	0.1	-4	4	0	0	-4	0.7	-1	2
43	COc1ccc(CCNC(=O)Cn2c(=O)cnc3ccccc32)cc1	0.0	-2	-14	-3	8	-1	-1.3	-2	-4
44	CC(C)C(=O)Nc1ccc(NC(=O)c2ccc([N+](=O)[O-])cc2Cl)cc1	-0.1	-4	1	0	7	0	-0.1	3	-10
45	CCCCNc1c(C(=O)OCC)c(C)nc2c1cnn2CC	0.1	-2	8	-6	7	-2	-1.4	-2	-5
46	CC(=O)Nc1nc(N(C)C)nc(N(C)C)n1	0.1	3	-2	-3	5	-4	0.6	-4	-2
47	COc1ccccc1/C=C/CN1CC(C)OC(C)C1 (configuration not stated)	0.1	2	1	-3	3	0	2.6	-2	4
48	Cc1nnc(NC(=O)CSc2n[nH]c(-c3ccccc3C)n2)s1	-0.1	3	-22	1	0	0	2.2	9	-6
49	COc1ccc(NC(=S)N2CCN(c3ncccn3)CC2)cc1	-0.4	-1	-1	-2	1	-3	0.4	-6	-6
50	CCOC(=O)c1c(NC(=O)CSc2nnnn2C)sc(CC)c1C	0.0	9	0	-1	-7	0	2.1	1	6
51	CCOc1ccc(/C=N/NC(=O)COc2ccccc2-c2ccccc2)cc1	-0.1	1	3	-1	3	-1	0.8	4	6
52	COc1ccc(-c2ccc(CCC(=O)O)n2CC(=O)Nc2ccccc2C)cc1	0.0	-1	-1	0	-6	0	-2.4	-1	-8
53	O=C(Cc1ccccc1F)Nc1ccc(SC(F)F)cc1	-0.1	3	.	0	-5	-1	1.1	1	7

Source: PubChem
